Gli-Sufu block: antagonists of Gli-Sufu signaling; Sufu-KO-LIGHT fibroblasts, Gli luciferase reporter luminescence; inhibition, % at 5 µM; 340,000 tested, 0.74% active;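 active = inhibition above about 55%, limit read from the data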;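 note: 0% = DMSO-treated cells and 100% = wells with medium but no cells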
697 NFkB inh: inhibitors of the PMA/ionomycin-induced NF-kB reporter in 697 B cells; 697 B-cell NF-kB luciferase reporter, 16 h; inhibition, % at 4 µM; 330,000 tested, 0.33% active; AID 435022; in the data active = inhibition above about 35%
Jurkat NFkB inh: lowers PMA/ionomycin-induced NF-kB signal in Jurkat cells | 330,000 tested, 0.53% active | AID 435003 | PMA/ionomycin-induced NF-kB luciferase reporter, luminescence | inhibition, % at 4 µM
UBC13 inh: blocks human UBC13 polyubiquitin chain formation; P61088; TR-FRET; inhibition, % at 20 µM; 330,000 tested, 0.47% active; AID 485273; in the data active = inhibition above about 45%, passing the limit was not always enough; inconclusive = no clear call, values can overlap the other calls
Target sequence (P61088 whole entry, looked up): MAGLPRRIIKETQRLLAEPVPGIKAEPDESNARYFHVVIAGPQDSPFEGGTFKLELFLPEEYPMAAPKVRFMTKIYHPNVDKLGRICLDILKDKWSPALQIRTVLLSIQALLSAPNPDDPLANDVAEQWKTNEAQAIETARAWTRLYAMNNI
Apaf-1 inh: human Apaf-1 inhibition | inhibition, % at 20 µM | 330,000 tested, 0.71% active | reconstituted apoptosome caspase-3 activity, DEVD-Rh110 fluorescence | AID 489030 | O14727; active = inhibition of at least 40% at 20 µM;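 note: plate controls were DMSO wells for no effect and DEVD-CHO caspase inhibitor wells for full effect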
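Assay system: Apoptosome proteins | Medium: pH 7.5 Hepes buffer with CHAPS, BSA, DTT | Also added: Cytochrome c and DEVD-Rh110 substrate | Times: 30 min plus 50 min, RT | Detection: Rhodamine 110 fluorescence at Ex 480/Em 540 nm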
SENP8 block: SENP8 protease inhibition. AID 2540. inhibition, % at 10 µM. 330,000 tested, 1.2% active. purified SENP8, Z-RLRGG-aminoluciferin cleavage, luminescence
Target sequence (Q96LD8 whole entry, looked up): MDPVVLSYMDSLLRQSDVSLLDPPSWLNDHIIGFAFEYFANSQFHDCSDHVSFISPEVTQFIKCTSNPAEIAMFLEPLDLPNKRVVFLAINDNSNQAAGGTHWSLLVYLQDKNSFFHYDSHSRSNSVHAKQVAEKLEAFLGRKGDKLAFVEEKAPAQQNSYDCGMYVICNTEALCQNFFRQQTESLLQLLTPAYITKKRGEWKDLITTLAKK
EBI2 antag: blocks human EBI2 receptor beta-arrestin signaling; P32249; EBI2 beta-arrestin recruitment, luminescence, 7a,25-OHC stimulated; inhibition, % at 5 µM; 360,000 tested, 0.81% active; AID 651636; in the data active = inhibition above about 38%;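 note: enzyme fragment complementation signal reports receptor beta-arrestin coupling in cells; 0% = agonist plus DMSO wells and 100% = wells without agonist; some results beyond the cut were filed as inactive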
Target sequence (P32249 whole entry, looked up, the tested form may be a part): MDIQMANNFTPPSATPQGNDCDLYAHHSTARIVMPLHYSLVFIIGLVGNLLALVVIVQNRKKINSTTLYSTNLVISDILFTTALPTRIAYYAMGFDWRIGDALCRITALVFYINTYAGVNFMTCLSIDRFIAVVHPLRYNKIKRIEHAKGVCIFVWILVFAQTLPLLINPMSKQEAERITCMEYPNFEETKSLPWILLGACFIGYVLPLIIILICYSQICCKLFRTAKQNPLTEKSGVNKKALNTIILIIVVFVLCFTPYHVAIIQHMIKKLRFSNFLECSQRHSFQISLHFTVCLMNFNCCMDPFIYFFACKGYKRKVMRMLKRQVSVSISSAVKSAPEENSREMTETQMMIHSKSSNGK
CCR6 antagonist: antagonists of human CCR6 receptor. inhibition, % at 20 µM. P51684. CHO-K1 CCR6 PathHunter beta-arrestin, luminescence, CCL20-stimulated. 340,000 tested, 0.49% active;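 active = compounds whose inhibition of the agonist-driven luminescence signal at 20 µM reaches about 50%, limit read from the data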;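 note: cells stimulated with CCL20 at 14 nM final; plate controls were DMSO with CCL20 for no effect and DMSO without agonist for full effect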
Numbers without * were called inactive; ? = inconclusive; · = not tested or not shown. Cut-off read from the data, not from the text of the source, unless noted: active = inhibition above about 50%; inactive = the rest.

SMILES	Gli-Sufu block	697 NFkB inh	Jurkat NFkB inh	UBC13 inh	Apaf-1 inh	SENP8 block	EBI2 antag	CCR6 antagonist
Clc1ccc2oc(-c3ccccn3)nc2c1	-70.5	-121.0	-70.3	-9.2	4.5	28.2	-9.2	10.9
COc1ccc(/C=N/NC(=O)C2C3CCCCC32C)cc1OC (stereo not given)	-5.6	20.2	4.5	-2.8	-3.4	0.2	5.1	4.3
CCCN(C(=O)Cn1ncc2c([nH]c3ccccc32)c1=O)c1ccccc1C	-8.3	6.5	-5.8	-0.5	10.0	-6.7	-7.7	-0.2
CCOC(=O)/C(C#N)=C/C1=C(N2CCCC2)CC(C)(C)OC1	-7.3	9.0	-10.6	-9.5	1.4	-4.6	3.8	-0.1
Cc1ccc(-c2nc(COC(=O)c3c(C)noc3C)cs2)cc1	-45.4	-139.5	-46.2	-12.9	9.7	-8.1	-4.1	19.9
O=C(Nc1cccc(C(F)(F)F)c1)C1CCCN(c2ncccn2)C1 (stereo not given)	4.7	21.8	2.3	8.9	-8.4	-1.5	-5.4	-4.0
CCOC(=O)c1cc(C)nc(Sc2ccc(C)cc2)c1C#N	3.0	4.8	7.8	?	12.6	-6.3	5.7	16.9
CCOc1nnc(C)c2c(C)n(-c3cccc(OC)c3)nc12	6.8	21.7	9.2	-4.6	4.9	0.6	2.3	-3.9
C[C@H](O)[C@H](O)[C@H]1CNc2nc(N)[nH]c(=O)c2N1	5.0	8.0	4.3	9.4	-4.1	4.3	3.3	10.3
O=C1Nc2ccccc2C12OCCCO2	-6.1	17.2	-5.9	4.8	-21.1	-7.9	1.7	2.5
Cc1ccc(CNC(=O)CCNS(=O)(=O)c2cccc3nonc23)cc1	-0.3	-0.7	-10.6	-5.1	-3.4	-1.5	4.3	1.2
CCSc1nnc(CNC(=O)c2ccccc2F)n1-c1ccccc1OC	3.4	1.7	19.0	-8.5	11.8	-12.7	-13.1	14.7

A portion from the list above, for reference:
SMILES	Gli-Sufu block	697 NFkB inh	Jurkat NFkB inh	UBC13 inh	Apaf-1 inh	SENP8 block	EBI2 antag	CCR6 antagonist
CCOC(=O)/C(C#N)=C/C1=C(N2CCCC2)CC(C)(C)OC1	-7.3	9.0	-10.6	-9.5	1.4	-4.6	3.8	-0.1
Cc1ccc(-c2nc(COC(=O)c3c(C)noc3C)cs2)cc1	-45.4	-139.5	-46.2	-12.9	9.7	-8.1	-4.1	19.9
O=C(Nc1cccc(C(F)(F)F)c1)C1CCCN(c2ncccn2)C1 (stereo not given)	4.7	21.8	2.3	8.9	-8.4	-1.5	-5.4	-4.0
CCOC(=O)c1cc(C)nc(Sc2ccc(C)cc2)c1C#N	3.0	4.8	7.8	?	12.6	-6.3	5.7	16.9
CCOc1nnc(C)c2c(C)n(-c3cccc(OC)c3)nc12	6.8	21.7	9.2	-4.6	4.9	0.6	2.3	-3.9
C[C@H](O)[C@H](O)[C@H]1CNc2nc(N)[nH]c(=O)c2N1	5.0	8.0	4.3	9.4	-4.1	4.3	3.3	10.3

(list continues)
SMILES	Gli-Sufu block	697 NFkB inh	Jurkat NFkB inh	UBC13 inh	Apaf-1 inh	SENP8 block	EBI2 antag	CCR6 antagonist
CN(C)NC(=S)NC1CCS(=O)(=O)C1 (stereo not given)	1.0	-4.0	-1.4	-0.3	3.9	-7.5	-6.0	3.2
c1ccc(-c2ccc(OCCOCCn3cncn3)cc2)cc1	-28.3	-36.1	-25.2	-1.7	12.8	-2.5	-5.5	12.2
COc1ccc(NC(=S)N2CCN(C(c3ccccc3)c3ccccc3)CC2)cc1OC	17.0	-38.7	-8.1	-15.5	29.1	-3.8	14.1	24.8
Cc1cc(OCCN2CCOCC2)ccc1C(C)C	-14.0	-45.9	-23.5	-2.9	0.2	6.3	-1.0	-3.3
Cc1c(C)c2c(OCC(=O)N[C@@H](C)C(=O)O)cc3c(c2oc1=O)CCC(C)(C)O3	3.4	6.0	5.3	11.6	5.7	0.7	2.3	3.1
COc1cccc(C(=O)N2CCN(Cc3ccc(OC)cc3OC)CC2)c1	-1.2	5.2	-4.9	-4.0	4.5	-1.9	10.8	2.4
CCc1c(C)nc2ncnn2c1NCCc1ccccc1	22.5	-13.6	8.6	0.3	2.4	10.4	10.1	3.8
O=C(O)CSCC(=O)NCc1c(Cl)cccc1Oc1ccccc1	8.1	-4.5	16.6	8.7	-16.9	-1.9	-11.6	1.3
CCc1nnc(SCC(=O)NC2CCCC2)nc1CC	5.1	-25.7	-15.5	-23.0	0.0	-3.5	1.6	-8.3
CC(=O)N1CCc2cc(S(=O)(=O)CCC(=O)N3CCN(c4ccccc4)CC3)ccc21	-2.8	0.8	-3.8	-0.8	-3.7	0.8	4.5	14.9
O=c1sc(/C=N/Nc2ccccc2)c(Cl)n1Cc1ccccc1	-4.8	1.9	-54.3	-12.8	3.4	-3.7	13.9	-28.7
O=C(C1=C(O)C(=O)N(Cc2ccco2)C1c1cccnc1)c1cc2ccccc2o1 (stereo not given)	-55.6	10.6	9.6	-28.4	13.0	-8.3	9.1	-2.9

Copied from the list.
EBI2 antag with c1ccc(-c2ccc(OCCOCCn3cncn3)cc2)cc1 = -5.5
Jurkat NFkB inh with CN(C)NC(=S)NC1CCS(=O)(=O)C1 (stereo not given) = -1.4

The listing continues.
SMILES	Gli-Sufu block	697 NFkB inh	Jurkat NFkB inh	UBC13 inh	Apaf-1 inh	SENP8 block	EBI2 antag	CCR6 antagonist
CCCCNS(=O)(=O)c1cccc(S(=O)(=O)N2CCCC2)c1	3.5	4.2	-8.9	-1.1	10.2	-16.4	0.6	-11.3
COc1ccc(NC(=O)c2cc(S(=O)(=O)N3CCCCC3)c[nH]2)cc1	2.0	-7.1	4.1	-6.6	-0.7	-7.0	20.8	-10.8
CCOc1ccc2nc(NC(=S)N(C)C)sc2c1	-19.2	-395.3	-201.3	-2.7	-4.5	48.9	12.3	36.2
O=C(COC(=O)c1ccccn1)NC(=O)c1ccccc1	-1.3	16.0	-1.0	2.5	1.3	10.4	-20.5	-7.8
COC(=O)c1cccc(N2C(=O)c3cccnc3C2=O)c1	0.9	14.8	17.7	-1.0	-11.3	-1.3	-18.2	-8.8
COc1ccc(OC)c(-n2c(-c3cc(-c4ccccc4)n[nH]3)n[nH]c2=S)c1	-0.3	2.3	2.4	27.1	0.0	-5.7	9.0	2.1
O=[N+]([O-])c1ccccc1OCCNCc1ccccc1	2.9	-20.5	-30.7	-4.0	0.0	-1.7	0.9	-4.6
COc1ccc(CN(C)C(C)C(=O)N(C)CC(=O)Nc2ccc(C)cc2)cc1F (stereo not given)	2.9	-4.7	11.5	-9.9	4.0	2.5	-7.2	-2.3
Cc1cccc(CS(=O)(=O)Cc2ccc(C(=O)NCc3cccnc3)o2)c1	9.0	0.4	-6.0	-6.1	12.6	-0.6	-7.1	-2.6
COc1cc(/C=C(/C#N)c2ccc(F)cc2)ccc1Oc1ccc([N+](=O)[O-])cn1	-1.7	7.9	13.3	-21.1	1.0	-9.6	19.5	14.2
CCOC(=O)CSc1nc(N(C)C)nc(N(C)C#N)n1	2.0	12.2	6.3	-1.1	-11.9	4.1	9.0	-2.1
O=C(CCN1C(=O)S/C(=C\c2ccc(Cl)cc2)C1=O)Nc1ccc(C(=O)O)cc1	-5.3	-19.5	2.1	-14.6	1.5	-3.9	-0.6	3.1
O=C(Nc1ccc2c(c1)CCC2)c1ccc(Br)o1	-34.6	-70.6	-104.0	-1.8	12.4	78.6*	4.1	15.2
O=C(CC(=O)c1ccccc1)Nc1ccc2c(c1)OCCO2	-65.5	-128.4	-117.1	-0.6	1.8	11.8	-0.2	23.3
Cc1ccc(C(=O)N2CCN(S(=O)(=O)c3sc(C(=O)O)c(C)c3C(=O)O)CC2)s1	-16.1	7.1	2.9	-2.1	-6.6	-4.1	-2.4	14.6
COc1cccc(OC)c1C(=O)N1CC(C)OC(C)C1 (stereo not given)	-1.2	6.8	1.6	-5.8	1.0	-13.7	-16.3	-3.3
O=C(CCNS(=O)(=O)c1ccccc1C(F)(F)F)N1CCCCCCC1	-4.5	-4.8	-10.3	1.7	-7.9	0.9	-8.0	7.4
Cc1nnc(SCCn2c(N3CCC(Cc4ccccc4)CC3)nc3c2c(=O)[nH]c(=O)n3C)s1	7.4	-32.7	-14.4	2.6	7.8	-6.2	·	12.1
CCN(CC)S(=O)(=O)c1cccc(NC(=O)c2ccc(SC)cc2OC)c1	-12.2	-3.6	-4.7	6.4	1.9	-4.8	17.3	7.2
COC(=O)c1ccc(NC(=O)C2CC2)o1	2.5	12.2	12.5	3.4	-8.2	0.3	-1.1	-8.6
Nc1cccc2nsnc12	-1.7	6.6	24.5	-36.6	67.7*	11.4	9.2	-3.7
CNC(=O)C(=O)NCCCN1CCOCC1	28.8	5.6	15.0	-8.4	-1.3	-9.6	-4.6	12.5
Clc1ccc(Cc2nc(-c3cccnc3)no2)cc1	-8.9	21.0	-15.5	-2.3	0.5	6.1	2.1	-18.1
CCOc1ccc(N2C(=O)c3cccnc3C2Nc2ccc(C)c(C)c2)cc1 (stereo not given)	-2.9	-58.6	-80.3	-15.8	-4.1	-8.2	5.5	15.8
COc1ccc(N(CC(=O)NC2CCCCC2)C(=O)c2snc(C(N)=O)c2N)cc1	30.0	15.6	11.1	23.0	10.2	-2.0	-7.2	22.1
CCCCc1nc2sc3c(SCC(=O)NCc4ccco4)ncnc3c2c2c1CCC2	10.8	-8.8	29.0	-73.2	-5.3	-1.2	12.3	6.0
CCCCN(C(=O)c1ccc(C)c(S(=O)(=O)N2CCOCC2)c1)c1c(N)n(CCCC)c(=O)[nH]c1=O	12.5	-4.8	-2.0	-7.5	-0.3	0.1	-6.1	-5.7
CC(C)(C)C(=O)Nc1ccc(C(=O)Nc2cccnc2)cc1	-37.3	13.5	-49.0	7.7	2.2	2.7	2.2	-11.6
S=c1[nH]nc(-c2cc(-c3ccsc3)n[nH]2)n1-c1ccccc1	1.2	-1.1	7.0	10.8	-1.4	2.3	0.7	3.6
COc1ccc(C(C(=O)NCc2ccccc2)N(Cc2ccc3c(c2)OCO3)C(=O)c2cnccn2)cc1 (stereo not given)	-6.0	14.8	10.8	0.3	-18.3	2.2	-2.2	1.0
Cc1cc(C)nc(NC(=O)/C=C/c2ccc(Cl)cc2Cl)c1	-47.1	0.3	-55.0	3.8	22.8	61.5*	29.2	7.1
COc1cccc(CN(CC(=O)NC2CCCCC2)C(=O)c2csnn2)c1	-10.6	-28.7	-19.5	0.6	-16.4	-0.3	9.7	10.6
O=C(NCCO)C(=O)Nc1cc2c3c(c1)CCN3C(=O)CC2	3.3	16.9	-0.2	-0.8	1.1	0.0	-20.1	7.2
CC(C)(C)c1ccc(OCC(=O)O/N=C(\N)c2ccncc2)cc1	-11.0	-28.6	-25.0	-3.7	20.1	-7.1	2.9	-4.6
CCCNC(=S)N1CCC(NC(=O)c2ccc(C)cc2)CC1	-15.5	-14.6	-10.2	1.1	-1.8	-0.2	-0.4	4.6
O=[N+]([O-])c1ccccc1-c1cc(-c2ccccc2O)n[nH]1	8.4	-72.6	-113.0	7.1	0.0	36.0	6.9	1.4
COc1cccc(NC(=S)/C(=C(\[O-])c2cc(C)n(-c3ccccc3F)c2C)[n+]2ccc(N(C)C)cc2)c1	60.4*	-16.0	-10.9	2.7	9.6	-0.5	13.3	5.9
CC(C)Oc1ccc(/C(O)=C2/C(=O)C(=O)N(CCN3CCOCC3)C2c2ccccc2)cc1 (stereo not given)	-2.6	6.6	3.5	-5.9	-6.7	-1.8	0.2	8.2
Cc1cc(NC(=O)Nc2ccc(Cl)cc2)n(-c2ccccc2)n1	4.0	6.5	-3.0	3.8	1.1	4.0	3.7	5.1
Cc1nnc(SCC(=O)Nc2nccs2)n1C(C)C	6.1	11.0	12.9	4.1	-11.1	-4.8	-16.3	6.9
CCn1c(-c2ccc(N(C)C)cc2)nc2ccccc21	38.2	-144.0	-62.5	10.9	4.2	12.2	-3.2	10.0
CCOC(CNC(=O)Cn1nc(Cc2ccncc2)c2ccccc2c1=O)OCC	12.2	-6.7	-14.1	-11.1	-0.1	-1.8	-9.6	3.2
S=c1nn[nH]n1C12CC3CC(CC(C3)C1)C2	6.5	-22.0	4.6	1.0	9.6	-1.0	-3.9	19.6
C[C@H](NC(=O)NCCc1ccccc1)C(=O)O	-0.3	4.3	-21.5	-3.3	2.5	-11.4	0.5	13.7

From PubChem

A portion of the library; the hit share may differ from the screen's.
